Screening data deposited in PubChem BioAssay by several laboratories.
NS3 helicase inh: inhibitors of Hepatitis C virus NS3 helicase. NS3 helicase DNA unwinding, Cy5 molecular beacon fluorescence. inhibition, % at 10.9 µM. actives 0.56% (n = 290,000);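 active means inhibition above the mean of all tested compounds plus 3 SD, set per campaign, cut at about 35% in these data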;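 further: 0% = DMSO wells and 100% = thioflavine S control wells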
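assay system = NS3 helicase fragment of HCV | buffer or medium = MOPS pH 6.5, MgCl2, DTT, Tween20, BSA | timing = 60 min unwinding reaction at 25 °C after ATP addition | signal = Cy5 beacon fluorescence read at start and 1 h | read-out basis = % inhibition of unwinding | control set = low DMSO, high thioflavine S at 110 µM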
FID counter: fluorescent intercalator displacement, NS3 helicase counter-screen. inhibition, % at 7.9 µM. AID 1845. DNA fluorescent intercalator displacement, fluorescence. actives 0.17% (n = 290,000); in the data active means inhibition above about 37%;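 further: 0% = vehicle and 100% = reference compound; higher means more ethidium bromide displaced from hairpin DNA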
p-CIP stab down: p/CIP protein destabilization | Q05BA5 | F442A p/CIP-EGFP cells, EGFP fluorescence, 16 h | decrease of EGFP signal, % at 10 µM | actives 0.01% (n = 290,000);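 active means EGFP signal decrease of at least 30% at 10 µM or well 3 SD below plate mean, unless failing retest; inactive means the rest, including hits failing retest or dose response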; further: some compounds called inactive have numbers as strong as hits; many of its hits are not listed in these tables
Target sequence (Q05BA5 1-1403): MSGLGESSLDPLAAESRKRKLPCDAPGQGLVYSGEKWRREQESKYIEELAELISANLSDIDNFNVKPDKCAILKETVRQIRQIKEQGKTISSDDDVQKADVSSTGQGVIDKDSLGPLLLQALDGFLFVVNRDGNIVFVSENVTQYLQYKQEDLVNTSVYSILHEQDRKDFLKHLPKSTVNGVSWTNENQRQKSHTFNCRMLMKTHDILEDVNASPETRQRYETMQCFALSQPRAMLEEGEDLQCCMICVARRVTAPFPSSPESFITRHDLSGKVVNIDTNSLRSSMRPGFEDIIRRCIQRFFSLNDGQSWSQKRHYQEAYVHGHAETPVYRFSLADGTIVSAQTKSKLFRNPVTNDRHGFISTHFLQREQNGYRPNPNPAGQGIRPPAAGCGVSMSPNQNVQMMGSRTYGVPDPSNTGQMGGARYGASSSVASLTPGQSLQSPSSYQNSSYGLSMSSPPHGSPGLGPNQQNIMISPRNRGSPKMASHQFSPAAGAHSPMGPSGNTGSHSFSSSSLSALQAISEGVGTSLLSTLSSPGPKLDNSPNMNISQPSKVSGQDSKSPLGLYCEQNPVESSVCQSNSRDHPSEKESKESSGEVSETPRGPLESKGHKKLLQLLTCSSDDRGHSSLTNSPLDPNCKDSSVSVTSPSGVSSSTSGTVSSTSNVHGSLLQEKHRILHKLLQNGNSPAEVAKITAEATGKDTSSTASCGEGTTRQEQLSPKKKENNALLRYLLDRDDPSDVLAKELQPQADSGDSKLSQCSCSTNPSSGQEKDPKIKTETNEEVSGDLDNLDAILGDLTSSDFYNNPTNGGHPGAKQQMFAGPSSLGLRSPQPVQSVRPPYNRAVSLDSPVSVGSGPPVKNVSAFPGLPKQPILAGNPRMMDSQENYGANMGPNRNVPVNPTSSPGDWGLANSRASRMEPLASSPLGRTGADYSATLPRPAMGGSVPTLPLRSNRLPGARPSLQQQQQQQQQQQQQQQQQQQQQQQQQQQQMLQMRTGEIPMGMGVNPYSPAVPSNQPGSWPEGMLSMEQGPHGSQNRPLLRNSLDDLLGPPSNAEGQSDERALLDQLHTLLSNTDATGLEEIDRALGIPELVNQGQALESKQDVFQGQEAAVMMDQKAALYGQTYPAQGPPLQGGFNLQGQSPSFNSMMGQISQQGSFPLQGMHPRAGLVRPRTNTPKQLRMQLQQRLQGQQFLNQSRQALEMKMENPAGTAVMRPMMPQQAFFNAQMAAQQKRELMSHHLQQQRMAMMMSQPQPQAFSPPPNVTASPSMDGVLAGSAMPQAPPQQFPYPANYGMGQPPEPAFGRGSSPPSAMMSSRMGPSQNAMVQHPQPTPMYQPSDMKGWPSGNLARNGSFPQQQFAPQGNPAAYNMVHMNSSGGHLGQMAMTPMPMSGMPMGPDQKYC
PfM18AAP inh: blocks P. falciparum M18 aspartyl aminopeptidase; recombinant PfM18AAP, H-Glu-NHMec fluorogenic cleavage; inhibition, % at 7.35 µM; actives 1.2% (n = 290,000); AID 1822;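 active means inhibition above the campaign mean inhibition over all tested compounds plus 3 SD, cut at about 28% in these data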;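 further: 0% = plate median of test compound wells and 100% = 2 mM ZnCl2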
VIM-2 inh: inhibitors of Pseudomonas aeruginosa VIM-2 metallo-beta-lactamase. purified VIM-2, nitrocefin hydrolysis, epi-absorbance fluorescence. AID 1527. inhibition, % at 5.6 µM. actives 0.89% (n = 290,000);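 active means inhibition above the mean of all tested compounds plus 3 SD, cutoff set per screening run, cut at about 7.5% in these data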;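 further: red hydrolysis product quenches plate fluorescence so inhibitors raise well fluorescence; 0% = enzyme with DMSO and 100% = DMSO without enzyme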
UBC9 SUMO inh: SUMOylation inhibition; P63279; HTRF SUMOylation assay, SAE1/SAE2 + UBC9, in vitro; AID 2006; inhibition, % at 35 µM; actives 0.36% (n = 290,000); in the data active means inhibition above about 50%, passing the limit was not always enough; further: strong numbers were not always called active
IDE inh: inhibitors of human insulin-degrading enzyme in cells | HEK cells, FAbetaB cleavage, fluorescence polarization | inhibition, % at 5.59 µM | actives 0.41% (n = 320,000) | AID 434962;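 active means percent inhibition above the average of all tested compounds plus 3 SD, set per screening campaign, cut at about 16% in these data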;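 further: IDE supplied by intact live HEK cells; FP after avidin binding of uncleaved biotin substrate so inhibition keeps polarization high; 0% = DMSO wells and 100% = 60 µM reference IDE inhibitor Ii1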
IMP-1 inh: inhibitors of Pseudomonas aeruginosa IMP-1 metallo-beta-lactamase. purified IMP-1, nitrocefin hydrolysis, epi-absorbance fluorescence. inhibition, % at 5.6 µM. AID 1556. actives 0.45% (n = 290,000);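 active means inhibition above the mean plus 3 SD of all compounds in the same screening run, cut at about 4.5% in these data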;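 further: 0% = IMP-1 with DMSO and 100% = DMSO wells lacking enzyme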
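System: purified IMP-1; amount: IMP-1 0.2 nM before substrate addition; compound: single dose, 5.6 µM; times: 25 °C, 15 min preincubation, 25 min reaction; signal: Epi-absorbance via hydrolysed-nitrocefin quenching of white-plate fluorescence, 480/530 nm, EDTA stop; benchmarks: DMSO with and without IMP-1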
IDE cell activ: activators of human insulin-degrading enzyme in cells. P14735. HEK cells, FAbeta-B cleavage, fluorescence polarization; 0% vehicle, 100% cell-free pure enzyme wells. activation, % at 5.96 µM. actives 0.073% (n = 340,000);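 active means activation above the mean of all tested compounds plus 3 SD, set per screening campaign, cut at about 17% in these data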
* = called active by the depositor; · = no result given. Hits appear at their usual frequency; any-hit rate near 3.6%.

SMILES	NS3 helicase inh	FID counter	p-CIP stab down	PfM18AAP inh	VIM-2 inh	UBC9 SUMO inh	IDE inh	IMP-1 inh	IDE cell activ
COc1ccc(CN(C)C(C)C(=O)NC2CCCc3ccccc32)cc1 (stereo unspecified)	-16	5	4	0	-5.5	1	0	-2.8	2
CCCS(=O)(=O)c1c(S(=O)(=O)CCC)c2c(C)cccn2c1C(=O)OC	-4	-2	-15	-7	-2.2	3	-4	-2.0	5
Cc1nc2ccccc2n1CC(=O)OCC(=O)NCc1ccccc1	-15	1	-11	-13	-1.7	6	4	-2.3	3
N#C/C(=C1/CCCCCN1)c1nnc2n1CCCCC2	4	1	-3	4	-2.1	11	4	-3.5	2
Cc1ccc(N(CCC(=O)O)S(=O)(=O)c2ccc(C)cc2)cc1	12	-28	-4	-6	-3.4	-2	3	-1.5	3
O=C1COc2ccc(C(=O)/C=C/c3ccccc3)cc2N1	-6	-11	2	9	-5.2	12	6	-4.6	3
CCC(=NCc1ccc(Cl)c(Cl)c1)c1nc(-c2ccco2)oc1O	1	-1	-12	-3	0.1	-42	3	-0.8	0
C#CCOCCOCCOCCNc1nc(N2CCOCC2)nc(N2CCN(C(=O)[C@H](CCC(=O)O)n3cc(C(N)[C@H](C)CC)nn3)CC2)n1 (stereo partly specified)	-3	-38	-21	-7	-2.9	8	0	-2.2	0
COc1cc(SC)ccc1C(=O)Nc1ccc(Cl)cn1	4	2	-8	-2	-0.5	17	-6	2.5	-4
COC(=O)CCCC1=CC2=C(c3ccccc3)C(=O)C(C)(OC(=O)C3CCCC3)C(=O)C2=CN1CCc1c[nH]c2ccccc12 (stereo unspecified)	·	·	-7	·	·	20	0	·	3
CCOC(=O)N1CCN(CCC(=O)Nc2ccc(F)c(F)c2)CC1	4	-6	-1	1	-2.2	-1	-1	-2.7	-1
CC(=O)N1CC(=O)N(CC(=O)Nc2ccc(Br)cc2)C1=S	10	-4	-6	10	0.2	1	-1	-1.6	6
COc1cc(Cl)c(C)cc1NC(=O)CSC	-7	-5	-9	-4	-3.8	14	-5	-3.4	2
CC(OC(=O)c1cc(=O)[nH]c2ccccc12)C(=O)c1ccccc1 (stereo unspecified)	-6	-9	-10	5	-2.2	6	6	-3.1	·
CCOC(=O)C1(Cc2ccc(OC)cc2)CCN(C(=O)c2ccoc2C)CC1	-5	-31	-2	2	-2.5	8	-1	0.5	3
CN(CC(=O)NCc1ccco1)S(=O)(=O)c1cccc2cccnc12	27	-8	-7	5	1.4	0	5	-5.0	-1
CC1=C(C)CC(C(=O)Nc2nccs2)C(C(=O)O)C1 (stereo unspecified)	1	-5	-14	-9	0.8	6	4	0.0	3
Nc1c2c(nn1-c1ccc(C(=O)O)cc1)CNC2	-2	-4	-9	-5	0.2	11	2	-0.5	1
COc1cccc2c1C(=O)C=C(C)C2=O	0	-4	-66	3	-1.1	19	34*	-0.2	-18
COc1ccc(CNC(=O)COC(=O)c2ccc(F)c(S(=O)(=O)N3CCCCC3)c2)cc1OC	0	-43	6	3	-3.7	-5	7	-2.9	6

Structural class, the compounds so far with an NH in an aromatic ring
SMILES	NS3 helicase inh	FID counter	p-CIP stab down	PfM18AAP inh	VIM-2 inh	UBC9 SUMO inh	IDE inh	IMP-1 inh	IDE cell activ
COC(=O)CCCC1=CC2=C(c3ccccc3)C(=O)C(C)(OC(=O)C3CCCC3)C(=O)C2=CN1CCc1c[nH]c2ccccc12 (stereo unspecified)	·	·	-7	·	·	20	0	·	3
CC(OC(=O)c1cc(=O)[nH]c2ccccc12)C(=O)c1ccccc1 (stereo unspecified)	-6	-9	-10	5	-2.2	6	6	-3.1	·

Additional structures:
SMILES	NS3 helicase inh	FID counter	p-CIP stab down	PfM18AAP inh	VIM-2 inh	UBC9 SUMO inh	IDE inh	IMP-1 inh	IDE cell activ
O=C(CSc1nnnn1-c1ccc(C(=O)O)cc1)NC1CC1	-1	3	-27	3	-1.0	5	-1	-3.6	-2
CC1CCN(C(=O)Cn2c(=O)n(Cc3ccco3)c(=O)c3sccc32)CC1	0	-16	-4	-5	-1.3	8	2	-1.6	6
CC1(C)Cc2nc(Cl)c(C(N)=O)cc2CO1	3	2	-12	-7	-0.9	19	-2	-0.2	4
Cc1ccc(C)c(N(C)S(=O)(=O)c2cccc3nsnc23)c1	-1	-1	-7	3	-3.2	3	-2	-3.4	2
C=CCOc1ccccc1CN1CCC(Cc2ccccc2)CC1	-20	8	-3	-2	-2.3	4	1	-3.3	10
Cc1ccc(S(=O)(=O)/N=C(/c2ccc(F)cc2)N2CCOCC2)cc1	4	-13	3	4	-0.9	15	-4	-4.8	4
CCOc1ccc(S(=O)(=O)N2Cc3ccccc3CC2C(=O)O)cc1 (stereo unspecified)	12	-26	-13	1	-2.2	25	-1	-2.5	3
CCN(CC)C(=O)Cn1cc(C(=O)C2CC2)c2ccccc21	8	-4	-8	-3	-0.6	2	8	-0.6	3
O=C(NCc1ccc(F)cc1)c1ccc(Br)o1	-23	1	-2	-4	-1.4	8	3	0.1	3
O=C(Nc1cccc(Cl)c1)N(CCCN1CCOCC1)Cc1ccccc1F	-11	11	7	-8	-0.6	-17	-1	-1.9	-5
COc1ccc(-n2nc3ccccc3n2)cc1	25	-8	10	-1	-0.9	3	0	-2.8	0
Cc1cc(NC(=O)CN2CCC(O)(c3cccc(F)c3)CC2)no1	18	5	-8	1	0.9	-1	0	-3.3	0
S=C(Nc1ccc(Br)cc1)NC1CCN(Cc2ccccc2)CC1	-75	17	-16	-14	0.8	4	-3	-1.5	7
CCCOC(=O)CCNc1n[nH]c(=O)[nH]c1=O	-6	4	-14	-2	-4.3	14	3	-1.1	3
Cc1ccc2nc(SCC(=O)Nc3cccc(S(=O)(=O)N(C)C)c3)[nH]c2c1	-12	-11	-4	6	-0.5	23	5	-3.1	-6
Cc1ccc(C)c(NS(=O)(=O)c2csc(C(N)=O)c2)c1	14	-2	11	-1	0.4	-9	5	-0.9	2
CNc1c(C(=O)O)ccc2c1C(=O)c1ccccc1C2=O	14	1	-14	0	2.1	-22	-2	-2.4	2
Cc1ccccc1NC(=O)Cn1nc(C)n2cccc2c1=O	3	-5	0	0	-2.0	1	-6	-2.5	-2
COC(=O)c1ccccc1N=Nc1c(C)noc1C	-1	-6	-3	2	-1.3	-6	10	-3.3	2
CCc1ccccc1NC(=O)CSc1nc2[nH]c(=O)cc(O)c2s1	14	-15	-2	25	-2.1	0	5	-0.9	5

Results in NS3 helicase inh and VIM-2 inh (six entries from above):
SMILES	NS3 helicase inh	VIM-2 inh
CCCOC(=O)CCNc1n[nH]c(=O)[nH]c1=O	-6	-4.3
Cc1ccc2nc(SCC(=O)Nc3cccc(S(=O)(=O)N(C)C)c3)[nH]c2c1	-12	-0.5
Cc1ccc(C)c(NS(=O)(=O)c2csc(C(N)=O)c2)c1	14	0.4
CNc1c(C(=O)O)ccc2c1C(=O)c1ccccc1C2=O	14	2.1
Cc1ccccc1NC(=O)Cn1nc(C)n2cccc2c1=O	3	-2.0
COC(=O)c1ccccc1N=Nc1c(C)noc1C	-1	-1.3

Further results
SMILES	NS3 helicase inh	FID counter	p-CIP stab down	PfM18AAP inh	VIM-2 inh	UBC9 SUMO inh	IDE inh	IMP-1 inh	IDE cell activ
COc1ccc(-c2nnc(CSc3nnc(-c4ccncc4)n3C3CCCCC3)o2)cc1OC	-6	-29	-11	2	-1.9	21	1	-1.2	3
Cc1noc(C)c1COC(=O)c1cnc(Cl)c(Cl)c1	8	-3	-8	-13	0.7	13	-3	-0.5	3
Cn1c(=O)oc2cc(S(=O)(=O)NCCC(=O)N3CCc4ccccc43)ccc21	4	3	-15	6	-3.0	16	2	-2.6	-1
CCC(C)NC(=O)CSc1nnc(-c2ccc(C(C)(C)C)cc2)n1C (stereo unspecified)	-5	-23	10	-1	-1.6	-8	4	-3.7	-5
O=C(Nc1ccc(C(F)(F)F)cc1)c1cnc(N2CCN(c3ccccn3)CC2)c2ccccc12	9	-7	-1	-3	-0.9	15	-8	-3.7	·
COc1cc(OC)c(CNC2CCCCCC2)cc1Br	7	28	3	-10	1.6	-8	8	0.1	-1
Cc1ccc2c(c1)N(CC(=O)NC1CCCC1)C(=O)C(C)O2 (stereo unspecified)	1	-19	-11	7	-2.6	6	5	-0.8	4
CN(C(=O)CSc1nnc(-c2ccc(Cl)cc2)n1CC1CCCO1)C1CCS(=O)(=O)C1 (stereo unspecified)	12	-12	10	4	1.3	-1	2	0.3	0
CCOC(=O)c1cccc(NC(=O)CNS(=O)(=O)c2cccs2)c1	8	-11	-22	-7	-1.5	-22	1	-4.0	0
CC1CCCN(CCC(=O)Nc2ccc(Br)cc2)C1 (stereo unspecified)	5	14	5	-8	-2.5	-29	2	-0.7	3
CC1(C)C(=O)Nc2ccccc2N1C(=O)CN1C(=O)NC(CCc2ccccc2)C1=O (stereo unspecified)	5	-20	0	0	-1.6	15	0	-1.0	3
CC(=O)Nc1ccc(NC(=O)COc2ccc(-c3ccccc3)cc2)cc1	10	-11	-4	3	-1.2	16	·	-0.2	-3
CC1C2NC(=O)N(Cc3ccccc3)C1(C)Oc1ccccc12 (stereo unspecified)	-14	-16	7	8	-1.4	1	1	-2.4	6
CCOC(=O)c1cc2c(=O)n3ccccc3nc2n(Cc2ccco2)c1=NC(=O)c1ccc(OC)cc1OC	51*	-24	-1	-2	0.1	24	3	-1.0	-5
CSc1ccc(Cl)c(C(=O)Nc2nccs2)c1	-7	-6	7	-3	-2.5	10	1	-0.7	1
O=C(NC1CCCC1)C1CCCN(S(=O)(=O)c2ccc(F)cc2)C1 (stereo unspecified)	-5	-13	-14	-8	-3.9	10	3	-3.3	4
COc1ccc(/C=N/n2c(=O)[nH]c3c([nH]c4ccc(Cl)cc43)c2=O)cc1CN1CCCCC1	-7	1	-6	-1	0.6	21	-4	-0.9	5
CC(OC(=O)c1snc(C(=O)NC2CCCCC2)c1N)C(=O)NC(C)(C)C (stereo unspecified)	6	-14	-2	-13	-0.2	10	5	-2.1	3
CCN(CC)c1ccc(C2C(C(=O)OC)=C(C)NC(C)=C2C(=O)OC)cc1	-2	-1	-21	7	-3.3	-2	3	-2.1	7
CCOC(=O)/C=C1\Nc2ccccc2OC1=O	21	-2	-4	5	-2.6	12	-1	-4.1	-3
Cn1c(=O)c2c(SCC(=O)N3CCOCC3)nc(-c3ccccc3F)nc2n(C)c1=O	1	-19	6	-3	7.9*	15	-2	-2.1	3
CCOP(=O)(c1ccccc1)c1nc(-c2ccccc2C)oc1N1CCCCC1 (stereo unspecified)	-4	-19	-11	-6	0.5	0	5	-0.2	·
O=S(=O)(c1ccccc1)c1nc(NC2CC2)sc1Cl	1	-7	4	3	0.3	21	-1	-2.6	2
O=C1CC(NCC2CCCO2)C(=O)N1c1ccc(F)cc1 (stereo unspecified)	2	-3	-2	-1	-0.2	3	-3	-0.3	1
CC(CCCCC(=O)Nc1ccc(C(F)(F)F)cc1)NCCc1cnc[nH]1 (stereo unspecified)	-35	28	0	-6	-2.8	17	-1	-0.9	·
FC(F)(F)c1ccc(/C=N/N2CCN(Cc3ccccc3)CC2)cc1	-21	-2	4	-1	-1.6	-19	7	-3.4	-2
CN(CC(=O)NCCc1ccc(F)cc1)Cc1cccs1	5	-3	-9	5	-1.4	4	3	-3.4	5
